High-throughput results from PubChem.
bIAP activator = bovine intestinal alkaline phosphatase activators, primary screen, biochemical, bovine IAP, CDP-star luminescence; activation factor at 20 µM; alkaline phosphatase, intestinal [Bos taurus]; purified bovine IAP, 30 min; active compounds read high; fold of DMSO-control signal, blank-subtracted; hit rate 0.17% among 200,000;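 active = activation factor of 2 or more at 20 µM, a signal rise over negative controls twice the positive control's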
PPARg SRC-3 ag = PPARgamma agonists recruiting SRC-3 coactivator, primary screen, biochemical; hit rate 0.26% among 200,000; Peroxisome proliferator-activated receptor gamma (Homo sapiens), P37231; biochemical PPARgamma/SRC-3 coactivator recruitment assay; activation, % at 8 µM; AID 731, 2007; in the data active = activation above about 23%;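 note: 0% = DMSO and 100% = reference agonist; some compounds past the cut are filed as inactive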
bIAP inhibitor = bovine intestinal alkaline phosphatase inhibitors, primary screen, selectivity assay for TNAP inhibitor project, biochemical, bovine IAP, CDP-star luminescence | alkaline phosphatase, intestinal [Bos taurus] | purified bovine IAP, 30 min | inhibition, % at 20 µM | 190,000 tested, under 10 active;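 active = over 50% inhibition of intestinal alkaline phosphatase at 20 µM in the single-dose screen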
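test system = bovine IAP enzyme | medium = DEA buffer 100 mM, pH 9.8, with MgCl2 1.0 mM, ZnCl2 0.02 mM | detection = luminescence | dosing = single compound dose of 20 µM, 2% DMSO final | incubation = 30 min reaction at room temperature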
Efa HMGR inh = inhibitors of E. faecalis class II HMGR, primary screen, biochemical, Enterococcus faecalis | HMG-CoA reductase (Enterococcus faecalis, mvaE) | purified E. faecalis HMGR, NADPH absorbance 340 nm kinetic | inhibition, % at 10 µM | hit rate 0.41% among 190,000 | AID 1066, 2008;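 active = inhibition above a set limit, the median over all tested compounds plus 3 SD, cut at about 9.5% in these data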;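 note: enzyme runs in reverse so mevalonate oxidation gives rising NADPH absorbance; 0% = complete reaction with DMSO and 100% = background rate lacking mevalonate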
PPARg SRC1 recr = PPARgamma agonists recruiting SRC-1 coactivator, primary screen, biochemical. Peroxisome proliferator-activated receptor gamma (Homo sapiens), P37231. PPARgamma-SRC-1 coactivator recruitment biochemical assay. activation, % at 8 µM. hit rate 0.41% among 200,000. AID 631, 2007; in the data active = activation above about 19%;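 note: 0% = DMSO and 100% = reference agonist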
TNAP act hi DEA = TNAP activators at high phosphate acceptor level, primary screen, biochemical, luminescence, uHTS; Alkaline phosphatase, tissue-nonspecific isozyme (Homo sapiens), P05186; purified TNAP, CDP-star luminescence, 1 M DEA, 30 min; active compounds read high; 0 = EDTA background, 1 = DMSO-only activity; activation factor at 20 µM; 200,000 tested, under 10 active;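 active = activation factor at least 2 at 20 µM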
Target sequence (P05186 whole entry, looked up): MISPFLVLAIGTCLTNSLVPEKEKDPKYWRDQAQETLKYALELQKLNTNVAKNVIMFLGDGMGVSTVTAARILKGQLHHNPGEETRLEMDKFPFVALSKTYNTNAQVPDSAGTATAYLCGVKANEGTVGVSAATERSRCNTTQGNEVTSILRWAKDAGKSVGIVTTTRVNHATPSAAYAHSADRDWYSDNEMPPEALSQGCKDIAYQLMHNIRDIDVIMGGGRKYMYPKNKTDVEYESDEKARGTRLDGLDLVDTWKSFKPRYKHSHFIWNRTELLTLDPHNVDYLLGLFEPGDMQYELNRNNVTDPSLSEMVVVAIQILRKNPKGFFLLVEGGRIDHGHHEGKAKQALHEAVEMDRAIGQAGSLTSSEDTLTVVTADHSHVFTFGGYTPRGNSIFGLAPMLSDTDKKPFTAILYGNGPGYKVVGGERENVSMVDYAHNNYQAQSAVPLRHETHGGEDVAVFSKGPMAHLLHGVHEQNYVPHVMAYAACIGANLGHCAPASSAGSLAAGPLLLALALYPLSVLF
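Control set: EDTA negative control, DMSO positive control / Assay system: human TNAP / Quantity: TNAP 1/800 final / Evaluation: TNAP activation factor scaled between EDTA and DMSO control wells / Measured by: luminescent substrate turnover signal / Compound dosing: one dose, 20 µM / Times: 30 min enzyme reaction at room temperature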
PPARg SRC-2 ag = agonists of PPARg-SRC-2 recruitment, primary screen, biochemical, HTS | Peroxisome proliferator-activated receptor gamma (Homo sapiens), P37231 | PPARgamma LBD-SRC-2 recruitment | activation, % at 8 µM | hit rate 0.34% among 200,000 | AID 1032, 2008; in the data active = activation above about 22%;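 note: 0% = vehicle and 100% = reference agonist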
TNAP inh no acc = human TNAP enzyme inhibitors, primary screen, biochemical, luminescent, no phosphate acceptor, uHTS. hit rate 0.26% among 200,000. Alkaline phosphatase, tissue-nonspecific isozyme (Homo sapiens), P05186. purified TNAP, CDP-star luminescence, 30 min. AID 1012, 2008. inhibition, % at 20 µM;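 active = tissue-nonspecific alkaline phosphatase inhibition above about 50% at 20 µM in the single-dose screen, limit read from the data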;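 note: 0% = DMSO negative control and 100% = EDTA positive control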
TNAP inh hiacc = human TNAP enzyme inhibitors, primary screen, biochemical, luminescent, high phosphate acceptor level, uHTS. Alkaline phosphatase, tissue-nonspecific isozyme (Homo sapiens), P05186. purified TNAP, CDP-star luminescence, 1 M DEA. inhibition, % at 20 µM. hit rate 0.03% among 200,000. AID 1135, 2008;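 active = over 50% inhibition of tissue-nonspecific alkaline phosphatase at 20 µM in the single-dose screen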;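 note: plate controls were DMSO wells for no effect and EDTA-quenched wells as full inhibition for full effect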
TR-FRET SRC-2 ct = TR-FRET signal artefacts, primary screen, artefact control for PPARgamma SRC-2 agonist project, biochemical | hit rate 0.4% among 200,000 | TR-FRET ratio at 8 µM | AID 1049, 2008 | TR-FRET artefact counter-screen; active compounds read high; in the data active = TR-FRET ratio above about 2000; note: inactives centre near 1500
Active calls of the source: *; nt = no result given. The order is random. Share with any hit: about 1.6%.

SMILES	bIAP activator	PPARg SRC-3 ag	bIAP inhibitor	Efa HMGR inh	PPARg SRC1 recr	TNAP act hi DEA	PPARg SRC-2 ag	TNAP inh no acc	TNAP inh hiacc	TR-FRET SRC-2 ct
CC(C)c1ccc(SCc2noc(C(=O)NCC3CCCO3)c2C(=O)O)cc1 (stereo not drawn)	1	-16	3	-4	2	1	0	-8	-3	1420
O=C(Nc1ccc(S(=O)(=O)Nc2ncccn2)cc1)c1cnc(Cl)c(Cl)c1	1	6	-2	3	12	1.1	-3	-14	-6	1560
Cc1ccc(S(=O)(=O)N2CCN(CC(=O)NC3CCCc4ccccc43)CC2)cc1C (stereo not drawn)	1.2	4	-23	-4	2	1	5	2	0	1696
Cc1cccc(CSCCNC(=O)COc2ccc(Cl)cc2)c1	1.1	6	-9	2	1	1	-2	-14	1	1594
CCn1c2ccccc2c2cc(NC(=O)CSc3nnc(-c4cccc(F)c4)o3)ccc21	1.2	1	-19	-3	3	1	11	-11	-3	1588
COc1cc(CN(C(=S)NCC(=O)NC2CC2)C2CCCC2)cc(OC)c1OC	1	-1	2	-6	2	1	-2	-21	-5	1716
NNC(=O)CCC(=O)Nc1ccccc1	1.1	3	-10	-3	-4	1	3	-3	0	1443
Cc1cc(C=C2C(=O)c3ccccc3C2=O)c(C)n1-c1ccc(Cl)cc1	0.6	3	36	3	5	1	1	-10	4	1553
CCOC(=O)Cn1nc(C)c2c1CCCC2=O	1	3	1	1	-5	1.1	-8	-9	-5	1515
COC(=O)C(NS(=O)(=O)c1ccc(NC(C)=O)cc1)C(C)C (stereo not drawn)	1	-6	-2	-1	0	1	-9	-1	-3	1499
O=C(Nc1cnc2ccccc2c1)N1CCCCC1	0.9	-3	14	2	-5	1.1	-1	-3	-5	1552
Cc1c(O)c(CN2CCCC2)cc2c3c(c(=O)oc12)CCC3	1.3	8	-32	1	15	1	10	-9	0	1725
CCc1ccc(C(=O)/C=C/c2cnn(C)c2C)s1	0.8	7	15	3	-4	1	3	-6	0	1598
O=Cc1cnc(N2CCN(c3ccccc3)CC2)s1	1	5	2	-5	-4	1	4	1	-2	1514
COc1ccccc1Nc1nnc(SCC(=O)NC(=O)Nc2ccc3c(c2)OCCO3)s1	0.8	3	19	-9	9	1	6	-17	-1	1451
Cn1c(NCc2ccco2)nc2c1c(=O)n(Cc1ccc(Cl)cc1Cl)c(=O)n2C	1	-4	0	-4	0	1	3	-9	-2	1543
Cc1cccc2c(Cl)cc(=O)[nH]c12	0.9	21	11	-2	-1	1	17	-5	4	1519
Oc1ccc(C(=S)N2CCCCC2)cc1Cl	0.9	-2	14	5	-3	1	2	-13	-4	1530
Cc1ccc(C)c(NC(=O)c2nc(-c3ccccc3)n(-c3ccccc3)n2)c1	1	6	1	-8	4	1.1	8	-8	-7	1571
COc1ccc(/C=N/NC(=O)c2cccc([N+](=O)[O-])c2)cc1OC	1	7	-4	3	12	1.1	3	-7	-7	1546
CC(NC(=O)CSCc1ccccc1Br)c1ccccc1 (stereo not drawn)	0.7	0	27	-1	0	1	-10	-15	-3	1454
CC(Oc1ccc(Cl)cc1)C(=O)Nc1ncccn1 (stereo not drawn)	1	3	3	0	-4	1.1	5	-11	-6	1683
COc1ccc(OC)c(-c2csc(NC(=O)CSc3ccccc3)n2)c1	1	2	2	1	2	1	1	-9	-3	1632
CCOC(=O)N/N=C/c1c(C)c(C(=O)c2ccc(F)cc2)n2ccccc12	0.9	0	5	2	-1	0.9	-3	5	8	1479
Cc1ccc(-c2cc(C(F)F)n3ncc(C(=O)N4CCc5ccccc54)c3n2)cc1	1	1	2	-1	-1	1.1	4	-7	-6	1447
Cc1cc(N2CCCC2=O)ccc1S(=O)(=O)NCCOc1ccccc1	0.9	-1	9	-6	1	1	5	-10	-3	1590
Fc1ccc(CNCc2cccc(Br)c2)cc1	0.6	2	40	-3	-1	1	-2	-6	2	1387
COc1ccccc1NC(=O)COC(=O)/C=C/c1ccc2c(c1)OCO2	0.8	-2	21	-2	-8	1	-7	-5	1	1395
Cc1noc(NS(=O)(=O)c2ccc(NC(=O)c3ccc(OC(C)C)cc3)cc2)c1C	1	3	2	5	6	1	8	-5	-1	1501
Cn1ccnc1C(O)c1cc(C(C)(C)C)c(O)c(C(C)(C)C)c1 (stereo not drawn)	1.5	-3	-51	-6	6	1	4	-22	-4	1488
CCOCCCNC(=O)C(NC(=O)Cc1cccs1)c1ccc(OC)cc1 (stereo not drawn)	1	4	-3	5	6	1	1	-9	-2	1433
Cc1cc(C=NCCCO)c(C)n1-c1cc(Cl)ccc1Cl	0.9	2	14	-2	10	1	3	-13	-4	1684

Compounds listed so far with two or more sulfur atoms:
SMILES	bIAP activator	PPARg SRC-3 ag	bIAP inhibitor	Efa HMGR inh	PPARg SRC1 recr	TNAP act hi DEA	PPARg SRC-2 ag	TNAP inh no acc	TNAP inh hiacc	TR-FRET SRC-2 ct
COc1ccccc1Nc1nnc(SCC(=O)NC(=O)Nc2ccc3c(c2)OCCO3)s1	0.8	3	19	-9	9	1	6	-17	-1	1451
COc1ccc(OC)c(-c2csc(NC(=O)CSc3ccccc3)n2)c1	1	2	2	1	2	1	1	-9	-3	1632

Three of the entries above in order of their number in bIAP activator, rising.
smiles	bIAP activator	bIAP inhibitor	Efa HMGR inh	TNAP act hi DEA	TNAP inh no acc	TNAP inh hiacc
Cc1cc(N2CCCC2=O)ccc1S(=O)(=O)NCCOc1ccccc1	0.9	9	-6	1	-10	-3
Cc1ccc(-c2cc(C(F)F)n3ncc(C(=O)N4CCc5ccccc54)c3n2)cc1	1	2	-1	1.1	-7	-6
Cn1ccnc1C(O)c1cc(C(C)(C)C)c(O)c(C(C)(C)C)c1 (stereo not drawn)	1.5	-51	-6	1	-22	-4

Carrying on.
SMILES	bIAP activator	PPARg SRC-3 ag	bIAP inhibitor	Efa HMGR inh	PPARg SRC1 recr	TNAP act hi DEA	PPARg SRC-2 ag	TNAP inh no acc	TNAP inh hiacc	TR-FRET SRC-2 ct
Cc1cc(/C=C2\C(=N)N3N=C(C(C)C)SC3=NC2=O)c(C)n1-c1ccccc1	1	0	-4	-7	4	1	-6	0	3	1600
COc1ccccc1C(=O)CSc1ccccn1	1	2	1	7	-2	1	9	-4	2	1684
CCOc1ccc(/C=C2\SC(N3CCc4ccccc4C3)=NC2=O)cc1	1.1	-6	-5	-5	-9	1	-6	0	1	1524
COc1cccc(C(=O)Nc2c3c(nn2-c2ccccc2C)CS(=O)C3)c1OC (stereo not drawn)	1	4	2	-7	7	1	-6	-3	3	1404
COc1cc(S(=O)(=O)Nc2ccccc2C)ccc1NC(=O)c1ccncc1	1.1	-3	-6	16*	5	1	-9	-12	-2	1535
CCC(=O)/C=C1\Sc2ccc(OC)cc2N1CC	0.9	10	10	-4	9	1.1	8	-8	-6	1594
COCCCNC(=O)CN(c1ccc(Cl)c(Cl)c1)S(C)(=O)=O	1	8	0	-1	6	1	4	-9	-2	1731
Cc1cc2ncc(-c3ccc(Cl)cc3)cn2n1	1.1	1	-11	-3	-1	1	0	-6	-1	1785
COc1ccccc1-c1c(C(F)(F)F)oc2cc(OC(=O)c3ccc([N+](=O)[O-])cc3)ccc2c1=O	0.9	1	8	-7	0	1	4	-7	-3	1615
O=c1n(-c2ccc(Br)cc2)cnn1-c1ncccc1[N+](=O)[O-]	0.9	4	9	-1	10	1	-1	-6	-4	1561
Cc1cc(C)nc(N2CCC(C(=O)NC3CCCCCC3)CC2)n1	nt	-1	nt	nt	2	nt	-1	nt	nt	1546
O=C(/C=C\c1cn(-c2ccccc2)nc1-c1ccc2c(c1)OCCO2)N1CCOCC1	1.3	7	-30	2	-5	1	6	-5	-3	1616
NC(=O)Nc1ccccc1C(=O)N1CCC(O)(c2ccc(Cl)cc2)CC1	0.9	0	6	-8	3	1.1	-2	-10	-6	1331
CCOc1ccc(N=C2NC(=O)C(CC(=O)Nc3ccc(OC)cc3)S2)cc1 (stereo not drawn)	1	2	-4	-1	-6	1	-1	0	-4	1502
c1ccc(NCc2nc3ccccc3n2CCOc2ccccc2)cc1	0.9	4	5	-4	1	1	-5	-6	2	1590
COc1ccc(-n2nc(C(=O)NCC(=O)Nc3cccc(NC(C)=O)c3)c3ccccc3c2=O)cc1	1.2	0	-16	4	1	1	-3	-11	-4	1353
COc1ccc(N2CCN(c3ccc([N+](=O)[O-])nc3)CC2)cc1	1	-3	-3	-3	1	1	-9	-7	4	1349
CCC(=O)Nc1ccc(/C(C)=N\NC(=O)c2ccc(C)s2)cc1	1	15	3	-3	1	1.1	6	-2	-6	1534
O=C(c1cc2ccccn2n1)N1CCN(Cc2ccccc2)CC1	1	nt	-4	1	nt	1	nt	-17	-3	nt
O=C(CN1C(=O)c2ccccc2C1=O)Nc1cccc2cccnc12	1	-6	-2	-2	4	1	-4	-17	-5	1400
